Assay outcomes deposited in PubChem by several laboratories.
SIAE inh – inhibitors of human sialic acid acetylesterase SIAE; SIAE FP-Rh probe binding, fluorescence polarization; inhibition, % at 9.66 µM; hit rate 0.69% among 370,000; AID 1053197;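 active = inhibition above a cutoff: mean of compounds within the control limits plus 3 SD of those, cut at about 17% in these data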;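 note: 0% = plate median of compound wells and 100% = probe without SIAE protein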
ABHD4 inh – inhibitors of mouse ABHD4; Q8VD66; purified mABHD4, FP-Rh probe fluorescence polarization; inhibition, % at 8.92 µM; hit rate 0.54% among 370,000;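 active = inhibition exceeding the mean over every tested compound plus 3 SD, cut at about 30% in these data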;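 note: 0% = plate median of compound wells and 100% = S159A mutant with DMSO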
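Assay system: Wild-type mouse ABHD4 protein | Medium: HEPES pH 7.0 buffer, 150 mM NaCl, 0.01% Pluronic F-127 | Incubation: Enzyme–compound pre-incubation 45 min, then probe 60 min, both 25 °C | Technique: Fluorescence polarization with parallel and perpendicular emission, 525/598 nm | Evaluation: % inhibition of FP-Rh probe binding versus controls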
TCR-CD3 inh – blocks the human TCR-CD3 interaction | inhibition, % at 9.4 µM | AID 651800 | hit rate 0.37% among 360,000 | TAMRA-labeled TCR probe fluorescence, biochemical; in the data active = inhibition above about 19%;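 note: recombinant mutant TCR 2C K166C tagged with TAMRA read by polarization; 0% = receptor in buffer alone and 100% = receptor with positive control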
NPR2 activator – GC-B (human) receptor activation. activation, % at 10 µM. HEK293-GC-B cells, CNP EC30, cGMP TR-FRET; 0% at EC30 CNP, 100% saturating CNP. AID 1920062. hit rate 0.11% among 370,000. P20594;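 active = activation at 10 µM reaching about 35% in either raw or pattern-adjusted values, limit read from the data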
HTRA1 inh – blocks human HTRA1 serine peptidase. Q92743. recombinant HTRA1, FP-rhodamine activity-based probe, fluorescence polarization. inhibition, % at 5.96 µM. hit rate 0.5% among 340,000. AID 504803; in the data active = inhibition above about 36%;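 note: 0% = enzyme with DMSO and 100% = wells lacking enzyme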
NPR1 activator – GC-A (human) enzyme activation | P16066 | HEK293 GC-A cells, cGMP TR-FRET, EC30 ANP; 0% at EC30 ANP, 100% saturating ANP | activation, % at 10 µM | hit rate 0.14% among 370,000 | AID 1671463; in the data active = activation above about 40%
Target sequence (P16066 whole entry, looked up): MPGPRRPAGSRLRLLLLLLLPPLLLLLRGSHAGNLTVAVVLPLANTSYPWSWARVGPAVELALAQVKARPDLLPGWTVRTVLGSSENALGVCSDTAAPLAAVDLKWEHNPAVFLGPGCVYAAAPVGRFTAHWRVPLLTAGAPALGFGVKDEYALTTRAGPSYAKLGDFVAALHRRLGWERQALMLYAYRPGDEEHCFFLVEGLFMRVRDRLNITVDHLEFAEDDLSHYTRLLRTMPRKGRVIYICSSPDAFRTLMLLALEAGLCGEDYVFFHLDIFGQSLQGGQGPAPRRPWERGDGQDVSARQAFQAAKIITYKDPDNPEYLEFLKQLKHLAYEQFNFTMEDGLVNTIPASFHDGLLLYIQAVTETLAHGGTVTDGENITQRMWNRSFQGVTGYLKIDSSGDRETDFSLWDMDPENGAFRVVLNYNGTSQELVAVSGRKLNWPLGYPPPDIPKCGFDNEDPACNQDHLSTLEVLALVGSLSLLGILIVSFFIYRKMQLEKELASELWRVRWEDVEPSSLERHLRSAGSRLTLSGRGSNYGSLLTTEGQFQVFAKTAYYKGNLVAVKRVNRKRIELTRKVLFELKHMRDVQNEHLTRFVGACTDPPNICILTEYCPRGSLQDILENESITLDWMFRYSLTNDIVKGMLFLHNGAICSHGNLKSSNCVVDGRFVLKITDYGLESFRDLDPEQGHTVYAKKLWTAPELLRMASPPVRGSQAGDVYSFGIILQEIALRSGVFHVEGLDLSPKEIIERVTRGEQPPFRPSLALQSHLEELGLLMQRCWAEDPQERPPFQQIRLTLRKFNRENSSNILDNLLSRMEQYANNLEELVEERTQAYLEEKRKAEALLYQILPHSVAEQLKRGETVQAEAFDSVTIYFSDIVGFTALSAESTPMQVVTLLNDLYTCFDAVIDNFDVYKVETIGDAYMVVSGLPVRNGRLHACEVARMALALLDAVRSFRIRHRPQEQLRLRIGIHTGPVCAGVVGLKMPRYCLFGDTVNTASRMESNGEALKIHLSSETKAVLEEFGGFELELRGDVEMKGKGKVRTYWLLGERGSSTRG
PRMT1 inh – blocks human protein arginine methyltransferase 1 | Q99873 | recombinant PRMT1, activity-based probe fluorescence polarization | inhibition, % at 2.79 µM | AID 652257 | hit rate 1.3% among 370,000;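 active = inhibition above about 21% made by adding two undisclosed values, limit read from the data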
rCAG RNA binder – binds r(CAG) RNA repeats. r(CAG) RNA repeat, TO-PRO-1 dye displacement fluorescence. hit rate 1.3% among 370,000. AID 651821. inhibition, % at 3 µM;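 active = inhibition above the plate cutoff, the mean of all test compounds on that plate plus 3 SD, cut at about 35% in these data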;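 note: 0% = DMSO alone and 100% = 100 µM mitoxantrone as full dye displacement; higher means more dye released from RNA so lower well fluorescence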
UHRF1 binding – UHRF1 methyl-DNA binding inhibition. Q96T88. inhibition, % at 4.4 µM. AID 687016. hit rate 0.75% among 370,000. UHRF1 binding to methylated oligo, TR-FRET; in the data active = inhibition above about 21%;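 note: UHRF1 SRA domain binding a hemimethylated CpG hairpin DNA probe; 0% = median of test compound wells and 100% = reference inhibitor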
MBD2 DNA inh – blocks human MBD2 binding to methylated DNA; Q9UBB5; TR-FRET, MBD2 binding to methylated oligonucleotide; inhibition, % at 4.4 µM; hit rate 0.31% among 370,000; AID 686964; in the data active = inhibition above about 13%
* hit, by the source's call; . = not tested or not shown. These rows are one share of the data; rates above refer to the full screens.

smiles	SIAE inh	ABHD4 inh	TCR-CD3 inh	NPR2 activator	HTRA1 inh	NPR1 activator	PRMT1 inh	rCAG RNA binder	UHRF1 binding	MBD2 DNA inh
CC(C)(C)c1cc(N2CCOCC2)n2ncc(-c3ccc(Cl)cc3)c2n1	-10	-13	1	6	2	6	7	4	1	8
COc1ccc(OC)c(NC(=O)CCN2CCN(C)CC2)c1	2	0	-2	3	6	0	-1	1	-3	-6
CC(=O)OCC(OC(C)=O)C(OC(C)=O)C(OC(C)=O)C(=O)Nc1ccccc1 (stereo not given)	-4	5	3	4	1	4	-2	0	0	-3
O=C(c1cccc(Br)c1)N1CCN(S(=O)(=O)N2CCCCCC2)CC1	-3	1	-1	13	-5	2	3	-6	1	4
CN(CCOCCOc1ccc2ccccc2c1)Cc1ccccc1	5	-3	0	-3	0	-3	-1	-6	-1	-3
CC1=NN2C(=N)/C(=C\c3cc(C)n(-c4cccc(C)c4)c3C)C(=O)N=C2S1	-4	-2	-10	-1	3	3	4	6	6	1
OCC1OC(c2ccc(O)cc2O)C(O)C1O (stereo not given)	-3	3	-6	0	.	1	3	1	0	2
CN(CCCn1cnc2c(OCc3ccccc3)ncnc21)Cc1ccco1	1	5	9	-2	4	-3	-5	-1	-4	-6
COc1ccc(Br)cc1/C=C/C(=O)Nc1ccc2ccccc2c1	-127	-111	16	-3	-68	1	0	20	5	-2
COc1ccc(NCC(=O)N/N=C(\C)c2cc3ccccc3o2)cc1	18*	4	2	-4	1	0	1	4	-3	0
COc1cccc(-c2noc(C3CCCN(S(=O)(=O)c4cccc(Cl)c4C)C3)n2)c1 (stereo not given)	-13	-19	-7	-4	-23	-4	2	12	3	0
O=C(COc1ccc(S(=O)(=O)N2CCOCC2)cc1Cl)NC1CC1	6	5	3	-2	3	2	1	3	-1	-1

New compounds follow:
smiles	SIAE inh	ABHD4 inh	TCR-CD3 inh	NPR2 activator	HTRA1 inh	NPR1 activator	PRMT1 inh	rCAG RNA binder	UHRF1 binding	MBD2 DNA inh
O=C(NC1(C(F)(F)F)N=C(c2ccccc2)NC1=O)c1ccccc1F (stereo not given)	7	-1	7	4	2	1	-3	2	1	-2
CC1(C)SC2c3ccccc3C(=O)N2C1C(=O)O (stereo not given)	5	7	-1	1	7	0	2	5	-1	-6
Cc1ccc(NC(=O)C2CCN(S(=O)(=O)c3cc([N+](=O)[O-])ccc3Cl)CC2)nc1	1	9	10	-2	-10	2	4	9	-2	-4
CCOC(=O)c1c(NC(=O)CNCCO)sc(C)c1C	-2	-2	8	-8	-10	1	0	-3	0	-1
Cc1ccc2c(c1)N(CC(=O)NCc1ccco1)C(=O)CO2	-2	0	3	3	-5	-1	-1	-1	2	-2
c1ccc(-c2nc(NC3CCCC3)c3ccccc3n2)cc1	-18	-18	1	6	-52	9	-2	7	-1	0
CC(C)CNC(=O)COC(=O)c1ccc(F)cc1Cl	2	0	-5	-1	2	6	4	-2	3	3
Cc1ccc(-n2ncc3c2CCCC3NC(=O)CCCN2CCCCC2=O)cc1C (stereo not given)	1	-2	0	-1	4	-1	-3	-4	0	3
Cc1cc(C)c(NC2=NCC(=O)N2C2CCCCC2)c(C)c1	4	0	6	4	1	0	-1	-1	1	1
CN(C(=O)c1ccc(NC(=O)Cc2cccc(NC(=O)C3CCCN(C(=O)c4ccccc4)C3)c2)cc1)C1CC1 (stereo not given)	1	3	-1	5	7	2	0	4	1	0
CN(C)/N=C1\C(=O)N(CN2CCN(c3ccccc3)CC2)c2ccccc21	5	1	3	1	3	-3	-7	-2	-3	-4
CCCC(=O)Nc1ccc(S(=O)(=O)N2CCOCC2)cc1	9	-1	4	0	5	4	-2	0	-5	-1

Carrying on.
smiles	SIAE inh	ABHD4 inh	TCR-CD3 inh	NPR2 activator	HTRA1 inh	NPR1 activator	PRMT1 inh	rCAG RNA binder	UHRF1 binding	MBD2 DNA inh
CC(=O)c1ccc(-c2ccccc2C2=CC(=O)CC(C)(C)C2=O)cc1	-1	-7	-8	3	.	2	2	3	2	-1
CC(C)Oc1ccc(F)cc1-c1cc(C(=O)NCc2ccc(C(F)(F)F)cc2)[nH]n1	-26	-7	3	-5	.	2	3	0	0	-6
Cc1ccc(OCC(=O)Nc2cc(S(=O)(=O)N3CCOCC3)ccc2Cl)c([N+](=O)[O-])n1	-2	-1	3	0	-5	2	3	6	2	3
Cc1ncc(N=Nc2ccccc2)c(-c2ccccc2)n1	3	-3	-8	.	7	.	-1	-1	2	6
O=C(Nc1nc(-c2ccccn2)cs1)c1cccc(-n2cnnn2)c1	-2	4	0	-4	-4	2	4	7	-3	-3
CCC1CCCCN1C(=O)CSc1nnc(-c2ccc(OC)cc2)o1 (stereo not given)	0	0	-4	-2	-4	0	-5	0	1	2
C=CCn1c(C)cc(C2=NNC(=NC(C)(C)C)SC2)c1C	5	9	4	-5	11	3	2	-2	-4	-1
CCOC(=O)N1CCN(C(=O)COc2ccccc2OC)CC1	-5	-3	3	3	6	-1	1	-2	1	1
COC(=O)CN1C(=S)N(c2ccc(OC)cc2)C(=O)C1CC(=O)Nc1ccc(F)cc1 (stereo not given)	0	-9	0	0	-5	1	0	3	2	1
CC(=O)Oc1ccc2ccccc2c1C(NC(=O)C(C)C)c1cccc([N+](=O)[O-])c1 (stereo not given)	1	-11	5	-8	-1	-2	1	-7	-1	4
O=C(CCNC(=O)c1ccc([N+](=O)[O-])cc1)NC1CCCc2ccccc21 (stereo not given)	2	8	-14	0	-3	1	3	-3	0	2
CC1CCCC(n2cnc3cc(C(=O)O)ccc32)C1C (stereo not given)	4	4	-9	-2	3	1	3	5	0	11

Later entries:
smiles	SIAE inh	ABHD4 inh	TCR-CD3 inh	NPR2 activator	HTRA1 inh	NPR1 activator	PRMT1 inh	rCAG RNA binder	UHRF1 binding	MBD2 DNA inh
COCCCNc1nc2ccccc2nc1NS(=O)(=O)c1cccc(Cl)c1	-3	6	0	5	1	3	2	38*	2	-1
FC(F)C(F)(F)Oc1cccc(Nc2nccn3c(-c4cccc5cccnc45)cnc23)c1	-14	-6	6	-5	.	-12	-4	8	-2	-10
COc1cc(NC(=O)C(C)Oc2ccccc2)cc(OC)c1 (stereo not given)	3	-2	5	-13	-5	-18	-6	-4	-1	-6
CCCCn1c(N)c(N(CC(C)C)C(=O)c2ccc(-c3ccc([N+](=O)[O-])cc3)o2)c(=O)[nH]c1=O	-1	-4	-5	-2	-1	2	-6	8	5	-5
CCC1(c2ccccc2)NC(=O)N(CC(=O)Nc2cc(C(F)(F)F)ccc2N2CCCC2)C1=O (stereo not given)	10	2	0	1	-9	-7	3	-1	-1	7
COc1ccc(N2C(=O)CC(c3ccccc3)C2=O)cc1 (stereo not given)	14	3	0	3	8	0	0	1	-1	-1
CCCNC(=O)c1nn2cc(Br)cnc2c1Br	3	2	-4	4	-2	4	1	2	-2	-1
CCN(CCCNC(=O)c1ccc(N2CCCC2=O)cc1)c1cccc(C)c1	4	7	-4	4	-3	-3	-2	-3	-1	4
O=C(C1CCN(S(=O)(=O)N2CCCC2)CC1)N1CCCCC1	-5	8	-4	-6	-4	-1	0	0	3	-3
C/C(CC1(O)C(=O)N(C)c2ccccc21)=N\O (stereo not given)	-8	0	-1	2	10	3	-1	-3	-2	-2
Nc1ncc(Br)cc1S(=O)(=O)NCCC(=O)N1CCN(c2ccccc2)CC1	-1	1	3	-3	1	-2	-6	-4	-4	-6
Cc1ccc(OCc2nnc(SCc3ccc(C#N)cc3)n2-c2ccc(C)cc2)cc1	0	-1	4	-13	-32	-13	-1	-2	0	-5

Further results.
smiles	SIAE inh	ABHD4 inh	TCR-CD3 inh	NPR2 activator	HTRA1 inh	NPR1 activator	PRMT1 inh	rCAG RNA binder	UHRF1 binding	MBD2 DNA inh
COc1ccc(-c2cn3cc(C(F)(F)F)cc(Cl)c3n2)cc1	5	-10	-1	-7	-22	2	-10	0	1	-6
Cc1cc(=O)[nH]c2ccc(S(=O)(=O)Nc3ccc(O)cc3)cc12	1	0	4	2	5	-2	0	3	1	0
Cc1ccc2nc(NC3=NC(CC(=O)O)C(=O)N3)nc(C)c2c1 (stereo not given)	4	1	3	1	.	3	0	0	0	0
C[C@H]1CN(c2ccc(N3CCN(C(=O)OC(C)(C)C)C[C@@H]3C)cc2C#N)CCN1Cc1ccccc1	1	-1	6	7	.	1	-5	4	1	0
Cc1nc2c(sc(=S)n2Cc2ccco2)c(=O)n1CC(=O)Nc1ccccc1	-44	-20	4	0	-14	0	18	18	-3	-5
C/C=C/C(=O)OCC(=O)NC(=O)NC(C)C	-6	-2	-2	8	1	-1	-1	4	-3	1
CC(=O)c1cn(CC(=O)Nc2c(C)cccc2C)c2ccccc12	-4	0	-7	5	0	-2	-1	1	-1	1
COc1c(S(=O)(=O)NCCN2CCOCC2)ccc(Cl)c1Cl	4	4	-4	0	2	3	0	-4	1	4
c1ccc(Nc2ccc(NCCc3c[nH]c4ccccc34)cc2)cc1	13	23	-10	18	.	21	13	19	-5	-3
O=C(Cc1ccc(-c2ccccc2)cc1)NCCN1CCOCC1	-6	6	-2	2	-2	5	-4	0	-1	1
O=C(c1cccc(C(F)(F)F)c1)N1CCC(O)(CS(=O)(=O)Cc2ccccc2)CC1	-10	11	1	3	0	6	5	-2	4	-4
COC(=O)C1=C(C)OC(N)=C(C#N)C1c1cc(OC)c(OCC(N)=O)cc1Cl (stereo not given)	-4	8	-3	0	2	0	4	3	0	1
CCOC(=O)CC(NC(=O)CCS(=O)(=O)c1ccc2c(c1)n(C)c(=O)c(=O)n2C)c1ccc(C)cc1 (stereo not given)	5	2	4	-1	-4	3	-5	-1	-1	-1
Nc1nonc1C(=O)N/N=C/c1cccc([N+](=O)[O-])c1	-2	9	-4	-1	-5	-5	-3	-1	-3	1
